LRH-1 inv ag = NR5A2 inverse agonism in reporter assay; HEK293T StAR-luciferase reporter, LRH-1 transfected, 24 h; inhibition, % at 3.6 µM; 0.13% of 360,000 active; AID 602396;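 active means inhibition above the mean inhibition of all tested compounds plus 3 SD, cut at about 73% in these data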;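 further: 0% = DMSO wells and 100% = reporter-only cells lacking LRH-1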
Target sequence (O00482 whole entry, looked up): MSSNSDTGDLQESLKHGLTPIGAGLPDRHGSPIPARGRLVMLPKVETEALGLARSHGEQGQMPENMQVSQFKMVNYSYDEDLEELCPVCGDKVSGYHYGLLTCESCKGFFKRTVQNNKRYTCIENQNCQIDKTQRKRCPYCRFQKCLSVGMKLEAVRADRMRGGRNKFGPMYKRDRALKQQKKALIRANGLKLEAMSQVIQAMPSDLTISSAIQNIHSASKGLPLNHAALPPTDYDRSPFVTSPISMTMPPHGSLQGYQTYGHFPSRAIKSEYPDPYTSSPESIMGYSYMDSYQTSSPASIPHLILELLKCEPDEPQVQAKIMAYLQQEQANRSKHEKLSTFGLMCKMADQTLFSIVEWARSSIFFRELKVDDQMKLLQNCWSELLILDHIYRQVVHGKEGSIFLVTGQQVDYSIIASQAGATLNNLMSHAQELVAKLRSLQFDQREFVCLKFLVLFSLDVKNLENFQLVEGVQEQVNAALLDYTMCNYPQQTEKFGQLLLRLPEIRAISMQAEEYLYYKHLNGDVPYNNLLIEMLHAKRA
NOD2-RIPK2 inh = blocks binding of human NOD2 to RIPK2; O43353; CHO BLA complementation NOD2-RIPK2, CCF4 ratio; inhibition, % at 4.98 µM; 0.38% of 360,000 active; in the data active means inhibition above about 21%;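 further: 0% = vehicle only and 100% = reference blocker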
TRAIL sens C8 = caspase-8 TRAIL sensitization | NB7+C8 cells + TRAIL, ATPlite viability luminescence | inhibition (viability loss, TRAIL sensitization), % at 10 µM | 1% of 360,000 active | AID 624354;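 active means compounds causing at least 50% loss of cell viability in the single-dose screen, relative to plate controls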
TROY signal inh = inhibitors of TROY-dependent NF-kB signaling; Q293 LMP1-TROYcd NF-kB luciferase reporter, 4 h; inhibition, % at 10 µM; 0.98% of 360,000 active;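 active means compounds whose plate-normalised and pattern-corrected inhibition of the luciferase reporter signal at the single screening dose is 50% or more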
NR2F2 inh = inhibitors of human COUP-TFII (NR2F2); P24468; inhibition, % at 8.6 µM; HEK293T NGFI-A luciferase reporter, luminescence; 0.7% of 370,000 active;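 active means inhibition above a per-plate cutoff, mean inhibition of test wells between control levels plus 3 SD, cut at about 38% in these data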;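 further: cells cotransfected with COUP-TFII expression vector driving the NGFI-A reporter; 0% = median of COUP-TF2 test wells and 100% = reporter-only cells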
Target sequence (P24468 whole entry, looked up): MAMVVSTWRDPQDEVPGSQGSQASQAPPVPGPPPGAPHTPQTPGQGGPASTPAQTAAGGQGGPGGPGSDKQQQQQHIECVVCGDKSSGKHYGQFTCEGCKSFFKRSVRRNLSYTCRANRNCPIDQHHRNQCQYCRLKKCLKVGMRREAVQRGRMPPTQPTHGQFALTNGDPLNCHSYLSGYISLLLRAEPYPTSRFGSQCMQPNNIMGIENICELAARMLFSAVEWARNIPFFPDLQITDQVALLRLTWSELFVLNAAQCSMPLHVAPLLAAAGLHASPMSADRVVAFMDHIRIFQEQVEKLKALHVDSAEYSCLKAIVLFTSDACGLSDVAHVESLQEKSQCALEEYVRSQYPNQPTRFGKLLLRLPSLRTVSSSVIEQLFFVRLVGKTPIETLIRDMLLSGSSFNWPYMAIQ
TWEAK Fn14 block = blocks TWEAK-Fn14 interaction in a reporter cell assay; TWEAK-stimulated Fn14 reporter cells, luciferase luminescence, 8 h; inhibition, % at 10 µM; 2% of 360,000 active; AID 1159606; in the data active means inhibition above about 50%
NCOA3 inh = inhibits human SRC3 coactivator. 0.17% of 360,000 active. HEK293 GAL4-SRC3 luciferase reporter, luminescence. inhibition, % at 3.6 µM. Q9Y6Q9;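 active means inhibition above a per-campaign cutoff, the mean of all compounds plus 3 SD, cut at about 60% in these data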;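 further: 0% = DMSO-treated cells and 100% = gossypol-treated cells at 36 µM; higher means less SRC3-driven luciferase light from the GAL4 reporter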
EBV LMP1 NFkB = Epstein-Barr LMP1 NF-kappaB reporter inhibition; LMP1-induced NF-kappaB luciferase reporter cells, luminescence; inhibition, % at 12.5 µM; 0.69% of 350,000 active; AID 504558; in the data active means inhibition above about 41%;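 further: 0% = neutral control wells and 100% = reference inhibitor control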
TLR9-MyD88 block = TLR9-MyD88 interaction inhibition | Q9NR96+Q99836 | CHO BLA complementation TLR9-MyD88, CCF4 FRET ratio | inhibition, % at 4.98 µM | 0.21% of 340,000 active;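 active means inhibition above the mean over all tested compounds plus 3 SD, cut at about 21% in these data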;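 further: 0% = DMSO only wells and 100% = clavulanate BLA inhibitor control wells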
SRC1 inh = inhibits human SRC1 coactivator | inhibition, % at 3.6 µM | HEK293 GAL4-SRC1 luciferase reporter, luminescence | 0.12% of 360,000 active | Q15788;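 active means inhibition above the campaign mean plus 3 SD, with each screening campaign given its own cutoff, cut at about 60% in these data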;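 further: 0% = DMSO treated cells and 100% = gossypol at 36 µM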
SRC2 inh = human SRC2 (NCOA2) inhibition; inhibition, % at 9 µM; Q15596; HEK293 GAL4-SRC2 luciferase reporter, luminescence; 0.17% of 370,000 active;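 active means inhibition above the mean inhibition of all tested compounds plus 3 SD, set per campaign, cut at about 52% in these data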;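 further: 0% = DMSO treated cells and 100% = cells given Gossypol at 36 µM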
* = called active by the depositor; x = not tested or not shown. This is a subset; count on the stated rates, not on these rows.

SMILES	LRH-1 inv ag	NOD2-RIPK2 inh	TRAIL sens C8	TROY signal inh	NR2F2 inh	TWEAK Fn14 block	NCOA3 inh	EBV LMP1 NFkB	TLR9-MyD88 block	SRC1 inh	SRC2 inh
COc1ccccc1NS(=O)(=O)c1cc(C(=O)NCC(c2ccco2)N2CCCCC2)ccc1C (stereo not drawn)	-11.7	-3.4	11.8	2.4	24.6	4.0	15.4	3.9	10.2	2.9	1.7
CCOC(=O)c1c(NC(=O)CSc2nnnn2CC)sc(C)c1C	2.5	3.8	-14.9	5.9	12.8	-6.0	17.1	-5.2	-5.5	3.9	0.1
O=C(Nc1cc(S(=O)(=O)N2CCOCC2)ccc1N1CCOCC1)c1c(F)cccc1Cl	1.7	0.5	12.1	-11.6	12.0	-8.4	21.6	3.4	9.7	4.4	-0.2
FC(F)(F)c1ccc(Cl)c(N/N=C/c2ccc(N3CCOCC3)s2)c1	-1.9	-8.1	-4.2	11.3	-11.6	-43.1	7.2	-14.0	4.8	6.6	-0.4
COc1ccc(Cc2noc(CN(C)CCN3CCc4ccccc4C3)n2)cc1OC	6.2	-3.9	5.2	17.9	13.4	-1.1	-4.2	-0.2	-5.8	-27.9	-5.8
CCN(c1ccc(NC(=O)COC(=O)c2ccc(S(=O)(=O)N3CCCC3)cc2)cc1)C(C)C	-2.7	-5.0	-1.9	-2.9	15.3	-5.4	-5.9	9.1	-9.4	-0.2	6.5
O=C(c1ccccc1Cc1ccccc1)N1CCN(S(=O)(=O)c2ccccc2)CC1	1.8	-2.4	-7.0	-10.5	-7.4	11.1	12.6	-0.8	-8.4	-5.5	11.1
CC(=O)Nc1ccc(NC(=O)C2(C)Cc3c(-c4ccc5c(c4)OCO5)ccnc3O2)cc1 (stereo not drawn)	22.9	10.8	-4.9	-11.9	0.1	-15.3	-5.6	x	x	4.4	-15.2
O=C(c1n[nH]c(=O)c2ccccc12)N1CCN(c2ccccc2)CC1	0.9	-1.8	-10.9	-5.9	-1.2	10.7	11.5	-7.2	2.9	-25.4	-20.0
COc1cccc2cc(-c3nnc(SCC(=O)NCCc4ccccc4)n3C)oc12	-7.8	-5.3	7.6	-5.7	15.0	-12.0	15.3	0.7	-5.5	0.9	-5.9
O=C(O)c1ccc(C(S(=O)(=O)c2ccccc2)S(=O)(=O)c2ccccc2)cc1	-6.3	-7.4	-14.6	-9.5	-11.3	18.9	0.3	-0.8	7.1	-4.1	-49.9
CC(C)(C)c1nn2cnnc2n(/N=C/c2ccc(O)cc2)c1=O	-2.7	-7.9	-6.1	6.6	0.5	-10.5	-15.8	10.4	-13.1	5.0	-23.9
O=C(Nc1ccc(F)cc1)C1COc2ccccc2O1 (stereo not drawn)	-27.7	-10.3	4.4	-14.2	-27.6	-21.5	-34.4	x	1.1	-43.6	-22.0
COc1ccc(C2CCN(CC(=O)N(C)C)CC2O)cc1 (stereo not drawn)	-1.5	-2.9	-1.0	9.6	8.2	18.1	7.7	-2.6	7.7	7.5	2.4
CC(C)Oc1cccc(C(=O)C2CCCN(C(=O)c3cncs3)C2)c1 (stereo not drawn)	-27.7	10.1	-3.4	-27.6	-17.1	33.5	-15.7	-4.4	7.2	7.7	-16.4
Cc1nc(NC(=O)COC(=O)C2CC2C)c(Cl)cc1Cl (stereo not drawn)	4.5	5.4	-10.4	-28.4	-25.4	0.7	25.4	4.0	-4.8	-1.8	9.9
CCOC(=O)c1c(C)oc2c1c(C(c1cccnc1)N1CCOCC1)c(O)c1ccccc12 (stereo not drawn)	-133.6	-5.3	-4.5	-9.2	-26.6	98.2*	-82.7	5.0	1.9	-85.0	-91.3
CCOc1cc(C2c3c(-c4ccccc4)n[nH]c3C(=O)N2c2ccc(C(=O)O)cc2)ccc1O (stereo not drawn)	2.1	-1.8	1.2	-5.5	-29.4	2.0	0.4	-0.6	-7.4	5.5	-2.1
O=C(COC(=O)c1ccc2ncsc2c1)Nc1ccccc1Br	-26.8	2.6	-3.4	-15.2	1.8	-11.2	-14.0	4.8	-7.3	-4.9	24.8
NC(=O)c1c(/N=C/c2cccs2)sc2c1CCCC2	-24.8	-21.1	22.1	-67.1	-9.7	-14.5	-39.5	x	x	-45.1	1.6
Cc1ccc(S(=O)(=O)Cn2nnnc2C(CC(C)C)N2CCN(C)CC2)cc1 (stereo not drawn)	-5.3	10.0	6.1	-9.5	-14.1	29.6	10.3	-4.3	-23.3	-30.9	-6.7
O=C(CN1CCOCC1)NCc1ccc(F)cc1	-0.7	-1.7	1.5	29.3	2.1	8.0	0.8	-0.2	1.2	2.1	-9.2
Cc1c(NC(=O)c2c(NC(=O)CNC3CC3)sc3c2CCCC3)c(=O)n(-c2ccccc2)n1C	-8.8	-3.2	-7.8	2.4	11.0	1.8	17.3	3.5	-3.6	4.3	-4.5
CC(C)[C@@H](C(=O)OCC(=O)c1ccc2c(c1)NC(=O)CO2)N1C(=O)c2ccccc2C1=O	-6.2	1.8	-0.7	-8.9	-75.7	10.8	-6.8	-3.1	7.2	-6.3	-52.3
CC(=O)OC(C(=O)Nc1nncs1)c1ccccc1 (stereo not drawn)	1.6	-8.4	-7.0	-4.4	0.5	17.6	2.9	x	x	-3.0	10.5
CCCCn1c(N)c(N(CCOC)C(=O)CC2CCCCC2)c(=O)[nH]c1=O	-3.3	-0.2	6.9	-8.6	-12.7	3.9	5.3	0.4	-6.4	-12.8	-23.9
O=[N+]([O-])c1cc([N+](=O)[O-])c(Oc2ccc(F)cc2F)cc1NN1CCCCC1	6.3	1.0	0.3	-12.0	10.0	-22.4	14.5	9.5	3.5	12.0	-1.7
CC1=C(C(=O)OC(C)C)C(c2cccnc2)C2=C(CC(C)(C)CC2=O)N1 (stereo not drawn)	-9.9	-7.3	18.1	-4.9	2.6	5.2	11.3	5.0	-10.0	11.4	-8.2
CC[C@]12c3[nH]c4ccccc4c3CCN1C(=O)C(CC(=O)NCc1ccco1)C[C@@H]2C(=O)N1CCN(C(=O)C2CC2)CC1 (stereo partly drawn)	-12.2	-16.3	-5.6	8.9	15.6	-1.6	-1.4	-3.3	-11.2	8.1	18.5
Cc1ccc2cc(C(c3nnnn3C3CCCC3)N3CCOCC3)c(=O)[nH]c2c1C (stereo not drawn)	-6.3	-7.6	-2.8	-20.9	18.7	6.8	-6.0	1.4	-7.5	5.8	-6.6

Another view of some results above:
Structure | LRH-1 inv ag | NOD2-RIPK2 inh | TRAIL sens C8 | TROY signal inh | NR2F2 inh | TWEAK Fn14 block | NCOA3 inh | EBV LMP1 NFkB | TLR9-MyD88 block | SRC1 inh | SRC2 inh
CCOc1cc(C2c3c(-c4ccccc4)n[nH]c3C(=O)N2c2ccc(C(=O)O)cc2)ccc1O (stereo not drawn) | 2.1 | -1.8 | 1.2 | -5.5 | -29.4 | 2.0 | 0.4 | -0.6 | -7.4 | 5.5 | -2.1
O=C(COC(=O)c1ccc2ncsc2c1)Nc1ccccc1Br | -26.8 | 2.6 | -3.4 | -15.2 | 1.8 | -11.2 | -14.0 | 4.8 | -7.3 | -4.9 | 24.8
NC(=O)c1c(/N=C/c2cccs2)sc2c1CCCC2 | -24.8 | -21.1 | 22.1 | -67.1 | -9.7 | -14.5 | -39.5 | x | x | -45.1 | 1.6

Continuation:
SMILES	LRH-1 inv ag	NOD2-RIPK2 inh	TRAIL sens C8	TROY signal inh	NR2F2 inh	TWEAK Fn14 block	NCOA3 inh	EBV LMP1 NFkB	TLR9-MyD88 block	SRC1 inh	SRC2 inh
CCCn1c(=S)[nH]c2sc3c(c2c1=O)CCCC3	-3.4	-0.2	27.2	0.0	-0.4	23.7	5.5	-6.0	-0.7	-11.3	0.9
CN(C)c1ccc(-c2ccnc3c2CC(C)(C(=O)Nc2cccc(Oc4ccccc4)c2)O3)cc1 (stereo not drawn)	-20.9	-9.0	-3.8	-3.8	-6.3	-3.7	-7.5	x	x	-11.5	1.0
Cn1nc(C(=O)OCC(=O)Nc2ccc(F)cc2Cl)c2ccccc2c1=O	-1.4	-13.7	-2.4	11.8	-17.6	-20.8	6.8	-2.3	2.5	8.3	-11.6
CC(C)(C)c1ccc(OCCNC(=S)NC(=O)c2cccnc2)cc1	9.1	7.3	6.1	11.4	-5.8	-1.1	15.4	5.1	-6.0	12.2	5.3
CC1CN(C(=O)CCC(=O)N2CCN(c3cccc(C(F)(F)F)c3)CC2)c2ccccc2O1 (stereo not drawn)	30.4	-2.0	18.9	26.2	17.1	38.2	19.8	7.7	-3.6	-0.4	39.9
COc1ccc(CN2CCN(C(=O)CC(C)C)CC2)c(OC)c1OC	-2.1	-4.4	7.3	30.6	2.4	-5.5	10.7	-4.1	8.9	0.6	-6.9
COc1ccc(OC)c(NC(=O)C2(C)CCN2Cc2ccccc2OC(F)F)c1 (stereo not drawn)	-11.2	5.3	-1.7	-3.8	25.6	6.4	2.0	x	x	-1.8	16.9
Cc1cccc(NC(=O)CSCC(=O)Nc2cc(C(F)(F)F)ccc2N2CCOCC2)c1	9.5	-7.8	9.3	2.1	16.9	-1.4	2.6	0.4	-2.5	9.1	-0.4
CCOC(=O)CN(C(=O)CN1CCOCC1)c1ccc(Br)cc1	18.7	-7.1	7.5	0.7	-1.7	-0.1	6.3	-1.6	7.1	-12.1	-12.8
CCOc1ccccc1-n1c(SC(C)C(=O)NCC2CCCO2)nc2ccccc2c1=O (stereo not drawn)	28.8	-2.3	14.7	-0.2	-2.5	15.6	-15.6	4.7	-1.6	10.1	11.1
C=CCc1cccc2cc(C(=O)Nc3ccc(NC(C)=O)cc3)c(=O)oc12	-8.5	0.9	-8.8	-38.5	3.2	-24.2	2.3	-2.3	1.8	7.7	-9.3
O=C(COC(=O)Cc1c(Cl)cccc1Cl)Nc1ccc2[nH]c(=O)[nH]c2c1	1.4	-3.7	3.0	7.8	2.7	-0.7	18.6	5.9	7.5	-6.9	-11.3
C#CCOCCOCCOCCNc1nc(N2CCN(C(=O)[C@H](CCC(=O)O)n3cc(C(N)CO)nn3)CC2)nc(N2CCN(C(=O)[C@H](Cc3cc4ccccc4[nH]3)n3cc(C(N)[C@H](C)CC)nn3)CC2)n1 (stereo partly drawn)	10.7	2.8	-0.3	-9.5	x	14.2	-0.3	-18.2	6.8	-9.6	x
CCOC(=O)C/C(N)=N/NC(=O)c1ccc(Cl)cc1Cl	8.2	-3.3	-3.7	4.1	-6.9	-4.7	-13.7	2.9	5.0	-10.8	-0.5
COc1cccc(CN(C)CC(=O)Nc2c(C)cccc2C(C)C)c1	-29.1	1.3	2.0	-6.1	-3.2	-4.1	14.1	6.4	-10.1	-3.4	-7.9
Cc1occc1C(=O)N/N=C/c1ccccn1	-88.9	-7.9	10.4	-35.5	-53.8	-10.3	-88.7	-5.5	-6.5	-120.0	-20.1
CC(=O)c1cc(F)c(N2CCN(C(=O)Cc3ccccc3)CC2)cc1C	15.9	-10.7	-2.8	20.5	-6.8	10.2	-37.0	6.1	-1.5	3.7	-7.8
Cc1ccc(OCC(=O)NCCO)cc1C	15.7	-0.4	0.5	-15.4	1.0	-17.4	-0.2	-6.5	-9.0	-9.2	-14.9
CCCSCCCNC(=O)c1ccc(NC(=O)C2=CSCCO2)cc1	10.7	-0.2	-15.8	-5.5	-24.3	18.6	-5.0	-8.3	-10.8	-1.8	-7.6
O=C(C1CCN(Cc2ccc(F)cc2)CC1)N1CCN(C/C=C/c2ccccc2)CC1	-0.5	9.0	-0.1	-6.6	20.4	13.5	17.3	-2.3	-14.0	-20.5	-21.7
CCNC(=O)C1(C)CCCN1C(=O)c1cc(OC)c(OC)c(OC)c1 (stereo not drawn)	7.7	-12.7	-8.4	22.0	-5.4	10.9	4.5	x	x	-2.6	-4.7

Bioassay records (PubChem BioAssay)
